Screens (PubChem BioAssay)
USP1-UAF1 inh – USP1/UAF1 (human) deubiquitinase inhibition; O94782; recombinant USP1/UAF1, Ub-Rhodamine cleavage fluorescence; Potency, µM (top dose mostly 57.1 µM), without a hit: at the top dose activity change, negative = inhibition, usual class: inhibitors; actives 0.23% (n = 390,000); further: on the % scale 0 is the no-effect control and ±100 the full control effect; nearly all actives have a fitted effect of over 60% in size; inactives centre near -12
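Step one: compound is pinned into 1nM USP1/UAF1 in HEPES pH 7.8 buffer with TCEP. Step two: 15 min room-temperature incubation. Step three: Ub-Rho (150nM final) starts cleavage, tracked by fluorescence over six one-minute reads.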
RXFP1 agonist – agonists of human relaxin receptor RXFP1. Potency, µM (titrated, usually from 57.5 µM), inactives show at the highest dose activation, hits mostly activators. Q9HBX9. HEK293T-RXFP1 cAMP TR-FRET, 30 min; response scale: percent of porcine relaxin response, buffer zero. actives 0.3% (n = 370,000); further: on the % scale 0 is the no-effect control and ±100 the full control effect; nearly all actives have a fitted effect of over 60% in size; many of its hits are not listed in these tables
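cAMP rise read by TR-FRET after 30 min, 37C compound exposure (up to 58 uM) in RXFP1-transfected HEK293 cells with Ro 20174 present. EC50 from Hill-equation fits, with 29 nM porcine relaxin as 100% and buffer as basal.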
Vif-A3F inh – Vif-A3F binding inhibition; HeLa A3F-eYFP + Vif (tagged APOBEC3F with the HIV-1 protein that degrades it), YFP fluorescence increase; Potency, µM (top dose mostly 46.1 µM), without a hit: at the top dose activity, negative = active; actives 0.2% (n = 390,000); AID 602313; further: % of control where 0% means no effect; nearly all actives have a fitted effect of over 65% in size
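HeLa cells stably expressing Vif plus C-terminally eYFP-tagged A3F were seeded, incubated overnight at 37 deg C, dosed with compound, incubated overnight again at 37 deg C. Yellow fluorescence (Ex 488/Em 500-530) reported blocked Vif-mediated A3F-eYFP degradation.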
Vif-APOBEC3G blk – inhibitors of Vif-APOBEC3G interaction; Q9HC16; Potency, µM (doses to about 46.1 µM), without a hit: at the top dose activity, negative = active, actives largely listed as inhibitors; actives 0.076% (n = 410,000); AID 602310; HeLa A3G-eYFP + Vif (tagged APOBEC3G with the HIV-1 protein that degrades it), YFP fluorescence, overnight;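 further: on the % scale 0 is the no-effect control and ±100 the full control effect; nearly all actives have a fitted effect of over 60% in size; hits raise eYFP signal because A3G escapes Vif-driven loss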
Target sequence (Q9HC16 whole entry, looked up): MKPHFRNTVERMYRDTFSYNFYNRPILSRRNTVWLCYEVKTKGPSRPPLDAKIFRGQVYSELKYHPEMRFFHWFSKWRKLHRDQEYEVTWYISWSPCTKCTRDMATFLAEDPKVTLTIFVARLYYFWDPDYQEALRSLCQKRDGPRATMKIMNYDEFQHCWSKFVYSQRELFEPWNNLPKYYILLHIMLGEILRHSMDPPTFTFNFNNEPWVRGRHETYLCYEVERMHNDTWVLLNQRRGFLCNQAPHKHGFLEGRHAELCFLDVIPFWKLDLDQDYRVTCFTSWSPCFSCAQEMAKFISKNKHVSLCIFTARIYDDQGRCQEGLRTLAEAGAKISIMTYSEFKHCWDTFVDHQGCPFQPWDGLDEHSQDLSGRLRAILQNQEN
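HeLa cells stably expressing Vif and C-terminally eYFP-tagged A3G, seeded overnight at 37 deg C, then exposed to compound by pintool overnight at 37 deg C. Rise in yellow fluorescence (Ex 488/Em 500-530, Acumen) marks blocked Vif-driven A3G degradation.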
TrxR1 inh – rat TrxR1 inhibition; actives 1% (n = 390,000); O89049; recombinant rTrxR1, NADPH fluorescence consumption, selenite substrate; Potency, µM (highest dose often 114 µM), inactives show at the highest dose activity change, negative = inhibition, most hits filed as inhibitors; further: on the % scale 0 is the no-effect control and ±100 the full control effect; nearly all actives have a fitted effect of over 65% in size
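Rat TrxR1 (90 nM in the dispensed reagent) was pre-reduced with 400 uM NADPH for 5 min at room temperature, then incubated with compound for 15 min. After 400 uM selenite was added, NADPH fluorescence (Ex 340/Em 450 nm) was followed for 8 min.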
RGS4 inhibitor – inhibitors of human regulator of G protein signaling 4; P49798; Transcreener GDP fluorescence polarization, RGS4-accelerated GTP hydrolysis; Potency, µM (doses to about 114 µM), without a hit: at the top dose activity change, negative = inhibition, hits mostly inhibitors; actives 0.039% (n = 390,000); further: on the % scale 0 is the no-effect control and ±100 the full control effect; nearly all actives have a fitted effect of over 75% in size; some results filed as inactive show a strong effect at the top dose
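MLSMR compounds (23 nl, pin-transferred) preincubated 10 min at room temperature with a 500nM (2x) first reagent, then RGS4 at 900nM (2x) plus Transcreener GDP mix added; fluorescence polarization (620/688 nm) read before and after 90 min at 30 °C.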
mIDH1 inhibitor – inhibitors of human mutant IDH1 R132H; O75874; IDH1-R132H enzyme, NADPH consumption, diaphorase/resazurin fluorescence; Potency, µM (titrated, usually from 76.6 µM), inactives show top-dose activity change, negative = inhibition, actives largely listed as inhibitors; actives 0.093% (n = 390,000); further: on the % scale 0 is the no-effect control and ±100 the full control effect; nearly all actives have a fitted effect of over 65% in size
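IDH1-R132H (0.5 ug/mL dispensed) in pH 7.5 Tris buffer was preincubated 30 min with compound, then given a substrate mix of 0.016 mM NADPH and 2 mM alpha-KG for 80 min at room temperature; remaining NADPH was read by diaphorase/resazurin fluorescence.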
TrxR1 substrate – is turned over as a substrate by rat TrxR1; AID 588456; actives 0.01% (n = 390,000); O89049; Potency, µM (doses to about 114 µM), for the others: at the top dose activity change, negative = substrate turnover; purified TrxR1 substrate turnover, NADPH consumption readout; further: on the % scale 0 is the no-effect control and ±100 the full control effect; nearly all actives have a fitted effect of over 50% in size
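Rat TrxR1, dispensed at 90 nM, was prereduced with 400 uM NADPH (final) for 5 min at ~22 deg C, then incubated with compound 15 min before 400 uM selenite. A first-read NADPH fluorescence drop versus no-compound background flagged substrates.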
ALOX12 inh – blocks human arachidonate 12S-lipoxygenase. P18054. purified 12hLO, xylenol orange hydroperoxide absorbance. Potency, µM (doses to about 108 µM), for inactives: at the top dose activity change, negative = inhibition, actives largely listed as inhibitors. actives 1.1% (n = 580,000); further: on the % scale 0 is the no-effect control and ±100 the full control effect
Target sequence (P18054 whole entry, looked up): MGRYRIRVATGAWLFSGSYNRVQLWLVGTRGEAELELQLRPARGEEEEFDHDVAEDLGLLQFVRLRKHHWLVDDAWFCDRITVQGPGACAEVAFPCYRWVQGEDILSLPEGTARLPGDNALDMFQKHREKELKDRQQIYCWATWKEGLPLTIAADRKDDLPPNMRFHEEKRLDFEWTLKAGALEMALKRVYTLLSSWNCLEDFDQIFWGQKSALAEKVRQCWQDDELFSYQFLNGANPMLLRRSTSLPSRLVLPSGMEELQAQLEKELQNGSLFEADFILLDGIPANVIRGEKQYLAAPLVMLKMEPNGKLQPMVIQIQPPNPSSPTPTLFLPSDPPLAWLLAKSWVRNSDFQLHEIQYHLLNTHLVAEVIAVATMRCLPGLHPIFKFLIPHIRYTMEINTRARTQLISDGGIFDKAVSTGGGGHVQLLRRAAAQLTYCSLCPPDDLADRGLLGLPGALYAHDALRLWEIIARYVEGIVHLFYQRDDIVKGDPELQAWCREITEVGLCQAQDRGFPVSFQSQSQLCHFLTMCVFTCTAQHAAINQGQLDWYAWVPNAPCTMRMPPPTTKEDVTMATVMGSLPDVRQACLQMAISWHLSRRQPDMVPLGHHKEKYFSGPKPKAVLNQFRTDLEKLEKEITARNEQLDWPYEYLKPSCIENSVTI
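Purified human 12hLO at 150 nM in 25 mM Hepes, 0.01% Triton X-100, pH 7.0, preincubated 15 min at room temperature with compound. Reaction started with 40 uM arachidonic acid, 30 min at room temperature. Hydroperoxide measured by Fe-xylenol orange, 573/405 nm absorbance ratio.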
* = called active by the depositor; ? = inconclusive; . = no result given; [ ] = another dose, or the depositor's remark. The call rests on the fitted dose curve; in most records, active means well fitted curve in the direction sought with a large enough effect; inconclusive means small, poorly fitted or top-dose-only effect, or another doubt; inactive means no such curve, though single readings can be large; an effect the other way counts as inactive or inconclusive. Potency means the concentration at half of the fitted maximal effect. A portion of the library. The share of hits here may be higher or lower than overall.

Structure	USP1-UAF1 inh	RXFP1 agonist	Vif-A3F inh	Vif-APOBEC3G blk	TrxR1 inh	RGS4 inhibitor	mIDH1 inhibitor	TrxR1 substrate	ALOX12 inh
Cc1ccc(-c2nnc(Nc3ccc(C(=O)N(C)C)cc3)c3ccccc23)cc1S(=O)(=O)NC(C)(C)CO	-18%	-1.3%	8%	-1%	4%	1%	-5%	-3%	14%
Cc1ccc(NC(=O)CCc2c(C)[nH]c(=O)c(C#N)c2C)cc1	-10%	-2.1%	7%	-4%	9%	-24%	-2%	2%	-1%
COc1ccc(-c2cc(C(F)(F)F)n3nc(C(=O)Nc4cc(C)ccc4C)cc3n2)cc1	-13%	0.4%	3%	3%	2%	-9%	18%	10%[11.4 µM]	-6%
O=C(NN1C(=O)/C(=C\c2cccnc2)SC1=S)c1ccco1	-16%	-1.2%	6%	1%	3%[57.1 µM]	-38%	-9%	-4%[57.1 µM]	-5%
CC(C)(C)NC(=O)Nc1ccc(Br)cc1	-17%	1.5%	3%	6%	10%	8%[11.4 µM]	0%	6%	-7%
CCn1c(CNC(=O)COc2c(C)cccc2C)nnc1SCC(=O)Nc1nccs1	-9%	0.3%	-8%	0%	12%	-22%	8%	-2%	-9%
CCC1CCCCN1CCCNS(=O)(=O)c1ccc2c(c1)oc(=O)n2C (stereo not given)	-8%	-1.0%	2%	-9%	6%	5%[11.4 µM]	1%	0%	34%
Cc1csc2nc(CSc3nncn3-c3ccccc3)c(Br)n12	-5%	4.4%	2%	-1%	-18%	-14%	8%	-6%	464%[activator]
CCc1ncc(CN2CCCCC2C(=O)Nc2ccc(Oc3ccccc3)nc2)cn1 (stereo not given)	-14%	2.9%	11%	-15%	3%	-1%	-2%	-2%	9%
CCOc1cc2[nH]c(=S)n(CCN3CCCCC3CC)c(=O)c2cc1OCC (stereo not given)	4%	-1.2%	-3%	-4%	8%	4%	0%	-1%	?
CCOC(=O)/C(=N/Nc1ccc(OC)cc1)Sc1nnc(CCc2ccccc2)n1-c1ccccc1	-14%	1.4%	5%	-1%	-39%	-30%	-7%	-5%	?
CCOc1c(Cl)cc(/C=C/C(=O)N(CC)CC(=O)NCc2cccs2)cc1OC	-26%	-0.1%	1%	0%	3%	7%	3%	4%	-3%
CCOc1ccc(CNC(=O)c2cc3c(=O)oc4ccc(C)cc4c3s2)cc1	-22%	2.5%	-9%	2%	43%[activator]	-6%	10%	10%	0%
CN(/N=C/c1c[nH]c2ccccc12)c1cnn(-c2ccc(F)c(Cl)c2)c(=O)c1Cl	-22%	3.0%	10%	-4%	17%	-15%	8%	5%	-26%
Cc1cccc(SCc2noc(C(=O)NC(C)C)c2C(=O)O)c1	-30%	0.3%	0%	-11%	11%[57.1 µM]	-12%	-7%	9%	?
O=C(CCN1CCCCC1)c1ccccc1	-7%	-1.2%	2%	2%	?	16%	2%	10%[2.29 µM]	-6%
O=c1nc2n(-c3ccccc3F)c3ccccc3cc-2c(=O)[nH]1	-18%	6.5%	-2%	-1%	93%[activator]	-8%	0%	387%[activator]	-29%
Cc1cccn2c(=O)c3cc(C(=O)N4c5ccccc5CC4C)n(C)c3nc12 (stereo not given)	-11%	0.0%	.	1%	-7%	20%	0%	-4%	-5%
S=C(NCCCc1ccccc1)Nc1ccccc1	-21%	3.6%	-5%	-1%	-2%	-5%	7%	0%	?
CCN(CC)C(=O)c1[nH]cnc1C(=O)Nc1ccccc1F	-28%	.	11%	0%	.	.	11%	.	-18%

(continued)
Structure	USP1-UAF1 inh	RXFP1 agonist	Vif-A3F inh	Vif-APOBEC3G blk	TrxR1 inh	RGS4 inhibitor	mIDH1 inhibitor	TrxR1 substrate	ALOX12 inh
Cc1oc(-c2ccccc2F)nc1CN1CCC(C(=O)NCc2ccco2)CC1	-16%	2.8%	-3%	1%	-13%	-10%	0%	3%	-8%
O=C(CSC1=NS(=O)(=O)c2cc(F)ccc2N1)Nc1ccccc1F	-16%	0.9%	-7%	-5%	-2%	-31%	0%	-1%	9%
COc1cc(C(=O)NCC(C)C)c([N+](=O)[O-])cc1OC	-16%	0.4%	2%	0%	6%[57.1 µM]	-10%	-1%	-1%[57.1 µM]	5%
CCP(=O)(c1cccc([N+](=O)[O-])c1)c1cccc([N+](=O)[O-])c1	-16%	-1.5%	-2%	-1%	-3%[57.1 µM]	-4%	2%	2%[57.1 µM]	153%[activator]
CCOC(=O)C(CCCCCOc1ccc([N+](=O)[O-])cc1)C(=O)OCC	-9%	0.2%	0%	3%	8%	11%	-1%	-11%	-19%
COc1ccc(-c2csc(NC(=O)CN3C(=O)C4CC=CCC4C3=O)n2)cc1OC (stereo not given)	-14%	.	-7%	-10%	-1%	14%	-5%	-13%	396%[activator]
CCn1c(C)nnc1SCC(=O)NC1CCCC1	-19%	2.4%	10%	-1%	-8%	-19%	4%	-4%	-11%
Cc1ccc(-c2nnc3sc(CCc4ccccc4)nn23)cc1	-14%	1.5%	-3%	0%	-3%	-13%	1%	-1%	4%
CN(C)/C(=N\OC(=O)c1ccccc1)c1nonc1N	-7%	0.3%	10%	5%	10%[57.1 µM]	-7%	1%	1%	10%
O=C(c1cccs1)N1C[C@@H](n2cc(C3CC3)nn2)[C@H](O)C[C@@H]1c1ccccc1	-16%	.	-10%	1%	.	.	-12%	.	10%
Cc1cc2nc(-c3ccc(SCc4ccccc4C#N)nc3)[nH]c2cc1C	-5%	1.5%	0%	-9%	1%	-33%	7%	16%	4%
COC(=O)C1=C(C)N(Cc2ccccc2)C(=S)N[C@H]1c1ccc(Br)cc1	?	4.6%	-10%	-2%	-8%	-16%	12%	-5%	45µM*
COc1ccc(S(=O)(=O)c2c(O)c3ccc(C(=O)Nc4ccc(F)cc4)cc3[nH]c2=O)cc1	-14%	-0.8%	-15%	-2%	3%	9%[56.9 µM]	-6%	-9%	39%[activator]
CCN(C(=O)C1CCN(c2nc(-c3ccc(OC)cc3)no2)CC1)c1ccccc1	-22%	2.0%	4%	5%	3%[57.1 µM]	4%	-2%	1%[57.1 µM]	23%
N#Cc1ccccc1NC(=O)Nc1cccs1	-15%	1.6%	-3%	2%	1%	-25%	5%	3%	-3%
C=Cn1cc(CNC[C@H]2O[C@@H](n3ccc(N)nc3=O)[C@H](O)[C@@H]2O)c(C)n1	-22%	.	-6%	-4%	.	.	7%	.	7%
CSC(=NC#N)N1CCN(c2ccccn2)CC1	-2%	0.1%	-2%	-1%	8%[57.1 µM]	-31%	1%	6%	2%
CN(C[C@H](c1ccccc1)N(C[C@H](Cc1ccccc1)N(CCc1ccccc1)N=O)N=O)N=O	-25%	-0.4%	-5%	-3%	-1%	-20%	-5%[38.3 µM]	-7%	-1%
Cc1nc(SCc2nc3c(C)cccc3[nH]2)c2oc3ccccc3c2n1	.	.	-21%	-5%	9%	2%	.	-6%	-1%
C/C(CC(=O)Nc1ccccc1F)=N\NC(=O)Cc1ccc(Cl)cc1	-11%	-1.2%	2%	-3%	-3%[57.1 µM]	24%	-4%	12%[57.1 µM]	-36%

Continuation.
Structure	USP1-UAF1 inh	RXFP1 agonist	Vif-A3F inh	Vif-APOBEC3G blk	TrxR1 inh	RGS4 inhibitor	mIDH1 inhibitor	TrxR1 substrate	ALOX12 inh
COc1cc(NC(=O)c2ccc(=O)[nH]n2)cc(OC)c1OC	-6%	4.7%	5%	0%	10%	9%	-7%	-2%	0%
COC(=O)c1c(NC(=O)CSc2nnc3ccccn23)sc2c1CCC2	-11%	-0.2%	8%	-4%	-5%	-12%	5%	17%[57.1 µM]	-20%
CC(Oc1ccc(Br)cc1)C(=O)N1CCN(c2ccccn2)CC1 (stereo not given)	0%	-0.7%	6%	2%	3%	9%	0%	6%	0%
NC(=O)COc1ccc(C2c3c(oc4ccccc4c3=O)C(=O)N2CC2CCCO2)cc1 (stereo not given)	-10%	2.6%	-1%	0%	11%	8%	0%	5%	24%
Cc1ccc(-c2csc(NC(=O)c3c(C)noc3C)n2)cc1	-12%	0.1%	2%	1%	43%	6%	1%	3%	0%
CC(C)c1nnc(NC(=O)CCCCCN2C(=O)C3C4C=CC(C4)C3C2=O)s1 (stereo not given)	-16%	-0.1%	0%	4%	23%	17%	11%	4%	15%
CC(=O)Oc1ccc2nc(/C=C/c3ccc(C=O)cc3)oc(=O)c2c1	-18%	0.9%	15%	1%	21%	-16%	0%	10%	0%
COCCNC(=O)c1cc2c(s1)-c1ccc(Cl)cc1SC2	-23%	2.5%	6%	-23%	27%	-20%	4%	27%	-21%
